TTR transcr act: increases transthyretin transcription; SH-SY5Y TTR promoter Gaussia luciferase, luminescence; 100% = recombinant luciferase protein wells; activation, % at 16.7 µM; hit rate 1.3% among 92,000;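 active = activation above the mean of all tested compounds plus 3 SD, cut at about 9.5% in these data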;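 note: cells exposed to compounds for one day before reading; 0% = median of all test compound wells on the plate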
Numbers without * were called inactive. Only part of the results is shown. The share of hits here may be higher or lower than overall.

SMILES	TTR transcr act
CC(=O)NC(c1ccc(C(C)C)cc1)c1c(O)ccc2ccccc12 (stereo not drawn)	-0.4
CCS(=O)(=O)c1nc(S(=O)(=O)c2ccc(C)cc2)c(N2CC(C)CC(C)C2)s1 (stereo not drawn)	-0.2
O=C(Nc1ccc(S(=O)(=O)Nc2ccccc2F)cc1)N1CCCCC1	0.1
O=[N+]([O-])/C=C\c1ccc(N2CCOCC2)cc1	-2.1
O=C(COC(=O)c1cc(S(=O)(=O)N2CCOCC2)ccc1F)NCCc1ccc(F)cc1	0.5
CC(C)(C)c1ccc(C(=O)NNC(=O)c2ccccc2Br)cc1	-2.2
CCn1c(-c2ccccc2Cl)nn(CC(=O)NCCc2ccccc2)c1=S	6.8
O=C(CCCCCN1C(=O)c2ccccc2C1=O)Oc1ccc2c3c(c(=O)oc2c1)CCC3	-2.1
CCOc1cccc(NC(=O)C2CCCN(S(=O)(=O)c3ccc(OC)cc3)C2)c1 (stereo not drawn)	-2.3
O=C(Nc1ccc2c(c1)CCC2)c1cc(S(=O)(=O)N2CCN(c3ccccc3)CC2)ccc1Cl	-0.7
COCCNC(=O)c1ccccc1NC(=O)Cc1ccccc1[N+](=O)[O-]	-1.7
COc1cc(CNCC(O)c2ccccc2)ccc1OCc1ccc(Cl)nc1 (stereo not drawn)	11*
COc1cccc(OCC(=O)N(C)Cc2nc(-c3cccc(C)c3)no2)c1	0.5
CCOC(=O)c1cnc(SCC(=O)NNC(=O)c2ccco2)nc1N	6.9
O=C1c2cccnc2C(=O)N1Cc1cccs1	1.6

Compounds shown so far that contain an aryl methoxy group:
SMILES	TTR transcr act
CCOc1cccc(NC(=O)C2CCCN(S(=O)(=O)c3ccc(OC)cc3)C2)c1 (stereo not drawn)	-2.3
COc1cc(CNCC(O)c2ccccc2)ccc1OCc1ccc(Cl)nc1 (stereo not drawn)	11*
COc1cccc(OCC(=O)N(C)Cc2nc(-c3cccc(C)c3)no2)c1	0.5

More records follow:
SMILES	TTR transcr act
Cc1ccccc1OCCNC(=O)c1ccc2ccccc2n1	-0.4
Cc1nn2c(NCCCN(C)C)c3c(nc2c1-c1ccccc1)CCCC3	4.3
O=C(N/N=C/c1ccccc1C(=O)O)c1ccccc1Br	-0.9
CC1CCCCN1S(=O)(=O)c1ccc(S(=O)(=O)N2CCCC2)cc1 (stereo not drawn)	2.4
COc1ccc(C)cc1S(=O)(=O)NC1CC1	-0.6
Cc1cc(N(C)C)ccc1N=Nc1ccc(N)cc1	-1.9
COc1cccc(OCCOc2ccccc2OC(C)C)c1	1.1
O=C1CN(c2ccccc2)C(=O)N1	-0.1
CC1CN(S(=O)(=O)c2cccc(-c3csc(-c4ccccc4)n3)c2)CC(C)O1 (stereo not drawn)	-6.3
COC(=O)c1c(-c2cccc(C)c2)csc1NC(=O)C1CCCO1 (stereo not drawn)	0.9
O=C(Nc1ccccc1Cl)c1cc(C2CCCN(C(=O)c3ccccc3)C2)on1 (stereo not drawn)	3.4
CC1(C)CC(c2nc(-c3ccc([N+](=O)[O-])cc3)cs2)CCO1 (stereo not drawn)	0.9
CC1=CC2C(C3C=CC2(C)C(=O)C3(C)O)C(C)(O)C1=O (stereo not drawn)	0.8
CC1CC(C)CN(C(=O)COC(=O)c2nccnc2N)C1 (stereo not drawn)	-1.8
Cc1cccc(C(=O)N2CCC(=O)N([C@H](COCc3cccc(Cl)c3)Cc3ccccc3)CC2)c1	-0.6
CCOC(=O)c1ccccc1Nc1cn(C(C)=O)c2ccccc12	8.9
COc1cc(/C=C/C(=O)NC(C)C2CC3CCC2C3)cc(OC)c1OC (stereo not drawn)	-2.7
CCOc1ccc(NC(=O)CCc2nnc3ccc(N4CCC(C)CC4)nn23)cc1	-2.2
O=[N+]([O-])c1ccc(N2CCCCC2)c(-c2nn[nH]n2)c1	1.0
C/C(=N\NC(=S)Nc1cc(S(=O)(=O)N2CCOCC2)ccc1Cl)c1ccccc1F	0.1
Cc1c(C(=O)NCc2ccc3c(c2)OCO3)oc2ccc(S(=O)(=O)N3CCCCC3)cc12	-3.1
CN(C)S(=O)(=O)N1CCC(Cc2ccccc2)CC1	2.2
COc1cc(C(N)=O)cc(Cl)c1OC	2.8
O=c1onc(-c2cccnc2)n1-c1ccccc1F	0.3
O=C(Nc1ccccc1F)C(c1ccccc1)c1ccccc1	-0.3
Cc1ccc(-c2nc3ncccn3c2NC(=O)Nc2ccc(OC(F)(F)F)cc2)cc1	4.0
Cc1[nH]c2ccccc2c1C(=O)CSc1ncn[nH]1	-0.5
CCCn1c(=O)c(C(=O)Nc2cc(C)ccn2)c(O)c2ccccc21	-0.5
O=C(CSc1nnc2nnc3ccccc3n12)N1CCOCC1	0.1
CN(Cc1ccon1)C(=O)CCc1nnc(Cc2ccc(-c3ccccc3)cc2)o1	-0.1
O=C(CNC(=O)c1ccc(Cl)cc1Cl)OCc1nnc(-c2ccccc2Br)o1	-0.5
Cc1ccc(S(=O)(=O)Nc2cccc(N(C)S(C)(=O)=O)c2)cc1[N+](=O)[O-]	0.5
O=C(Nc1ccccc1N1CCCCC1)c1cnccn1	2.0
COc1ccc(O)c(CNn2c(-c3ccc(Br)cc3)nc3ccccc3c2=O)c1	-1.4
CN(C)S(=O)(=O)c1ccc(N2CCOCC2)nc1	1.5
CCCCNC(=S)N(C)/N=C/c1ccc(OCC(=O)Nc2ccc(OC)cc2)c(OC)c1	-3.6
CSc1ncccc1C(=O)OCC(=O)c1ccc(C)s1	0.5
C/C=C(\C)CN1CCC(n2nccc2NC(=O)c2ccc(OC)cc2)CC1	0.6
NS(=O)(=O)c1ccc(NNC(=O)c2cccs2)cc1	1.1
COc1c(F)c(F)c(C(=O)Nc2c(C)cc(Br)cc2C)c(F)c1F	0.6
C#CCOc1c(Cl)cc(/C=N/O)cc1OC	1.1
Fc1cccc2sc(N3CCOCC3)nc12	-1.8
Nc1cc(=O)n(Cc2ccccc2)c(=O)n1Cc1ccccc1	0.6
CCOc1ccc(-c2nc(CSCC(=O)NC3CCC3)c(C)o2)cc1	-1.5
CCN(c1ccc(OC)cc1)c1ncnc2nc[nH]c12	0.5
COc1ccc(NC(=O)c2ccc(-c3ccccc3)cc2)cc1S(=O)(=O)N1CCOCC1	-2.2
COc1cccc(NC(=O)c2cccc(C)c2[N+](=O)[O-])c1	0.3
COc1ccc(NC(=O)c2ccc(NC(=O)CN3CCC(C(N)=O)CC3)cc2)cc1	-0.3
O=C(COC(=O)CCSc1ccccc1)Nc1ccc(F)cc1Cl	-0.4
CCOc1ccc2[nH]cc(C(=O)NCc3ccccc3)c(=O)c2c1	1.6
N#CC1(Nc2cccc(Br)c2)C(=O)Nc2ccccc21 (stereo not drawn)	6.4
COc1cc(N=c2oc3c(C)ncc(CO)c3cc2C(N)=O)cc(OC)c1OC	-0.3
CCC(C)n1cnc2c(c1=O)c1nc3ccccc3nc1n2-c1ccc2c(c1)OCCO2 (stereo not drawn)	-0.8
Cc1ccc(C(=O)O)cc1NC(=O)C1CCN(S(=O)(=O)c2ccc3c(c2)OCCO3)CC1	-1.0
CCOC(=O)C1=C(C)NC(=O)NC1c1ccc(N(CC)CC)cc1 (stereo not drawn)	0.9
Cc1nc2nc3c(cn2n1)C(=O)CCC3	-0.3
CC(=O)c1c(O)c(C)c(O)c2c1OC1=Cc3c(c(C)nn3-c3ccccc3)C(=O)C12C (stereo not drawn)	-2.3
COc1cccc2cc(C(C)N(CCCN3CCOCC3)C(=S)Nc3c(C)cccc3C)oc12 (stereo not drawn)	0.6
O=C1N=C(N2CCCCC2)S/C1=C\c1ccncc1	-0.7
COc1ccccc1Cc1c(C2CCCCC2)nc2ccc(Cl)cn12	0.8

An excerpt from above in order of SMILES length, falling.
SMILES	TTR transcr act
CCOc1cccc(NC(=O)C2CCCN(S(=O)(=O)c3ccc(OC)cc3)C2)c1 (stereo not drawn)	-2.3
CN(Cc1ccon1)C(=O)CCc1nnc(Cc2ccc(-c3ccccc3)cc2)o1	-0.1
COc1cccc(OCC(=O)N(C)Cc2nc(-c3cccc(C)c3)no2)c1	0.5
O=[N+]([O-])/C=C\c1ccc(N2CCOCC2)cc1	-2.1
COc1cccc(OCCOc2ccccc2OC(C)C)c1	1.1
COc1ccc(C)cc1S(=O)(=O)NC1CC1	-0.6
Fc1cccc2sc(N3CCOCC3)nc12	-1.8

The list continues:
SMILES	TTR transcr act
O=C(CCc1ccccc1)NC(NC(=S)Nc1ccc(Br)cc1)C(Cl)(Cl)Cl (stereo not drawn)	-3.6
CCOC(=O)C1CCN(C(=O)CNC(=O)OC(C)(C)C)CC1	1.4
CC(NC(=O)C12CC3CC(CC(C3)C1)C2)C(=O)NN=Cc1ccc([N+](=O)[O-])o1 (stereo not drawn)	0.4
CCCN(CC1CC1)C(=O)Nc1ccccc1C	-1.2
S=C(Nc1ccc(Cl)cc1Cl)Nn1cnnc1	9.2
O=C(COC(=O)Cc1c(Cl)cccc1Cl)NCc1ccco1	-0.3
Cc1ccnc(N2CCC(C(=O)NCc3ccccc3F)CC2)n1	-2.8
O=C1C=C(c2ccc(Oc3ccccc3)cc2)C[C@@H](c2ccc3c(c2)OCO3)C1	-1.3
CC(=O)N1CC[n+]2c(-c3ccc(Cl)cc3)csc21	1.3
O=C(Cc1ccc(F)cc1)N[C@@H]1c2ccccc2CC[C@@H]1OCc1ccccc1	4.2
CN(C)c1ccc(CCc2ccc(N)cc2)cc1	1.3
O=C(/C=C/c1ccccc1)Nc1sc2c(c1C(=O)O)CCC2	-3.2
COc1ccc(/C=C/C(=O)NCC(=O)N/N=C(\C)Cc2ccccc2)cc1	0.1
Cc1cc(C)c2c(NC(=O)CCl)nn(C)c2n1	-0.9
COc1cccc(/C=C(\CC(=O)O)c2nc3ccccc3s2)c1	-1.8
O=C(NNC(=S)Nc1ccc(Cl)cc1)c1cccs1	-2.6
NNC(=O)CS(=O)(=O)CS(=O)(=O)CC(=O)NN	0.6
CCSc1ccc([C@@H]2[C@H]3C(=O)N(C)C(=O)[C@H]3[C@]3(C(=O)OC)CCCCN23)cc1	-1.1
CNC(=O)CNC(=O)Nc1ccc(C)cc1	-0.2
Cc1cc(=O)[nH]c(N2CCN(c3ccc(Cl)cc3)CC2)n1	-0.6
COc1cc(SC)ccc1C(=O)Nc1cccc(C2OCCCO2)c1	-2.1
Cc1nonc1OC(C)CNCCNc1ccc([N+](=O)[O-])cc1 (stereo not drawn)	11*
CCCCC(=O)N[C@H]1CC[C@@]23CCCN2C(=O)CCC[C@H]3[C@H]1C	-0.7
CCOCCCNC(=O)Cc1c(C(=O)O)[nH]c2ccc(Cl)cc12	1.8
Cc1cc2c(NC(=O)Nc3ccccc3)cccc2nn1	-0.7
CCOc1ccccc1NC(=O)CSc1n[nH]c(=O)n1-c1ccccc1	0.8
COc1ccccc1NC(=O)CSc1nc(O)cc(=O)n1C	1.6
Cc1ccc(-n2c(C)cc(C(=O)CN3CCCCC3)c2C)cc1	-0.7
CCC(C)c1ccc(Nc2ncccc2C#N)cc1 (stereo not drawn)	-3.1
Cc1cc(C)nc(N2N=C(CSc3ccc(Cl)cc3)CC2=O)n1	0.7
CCc1nc2ccc(C(=O)NCC3CCCCC3)cn2c1N(CCC(C)C)CCN(C)C	-1.2
Cc1cc(C(=O)NNC(=O)Nc2ccc(Cl)cc2)no1	-0.3
COC(=O)COc1cc2ccccc2cc1C(=O)Nc1ccccc1	1.6
CNC(=O)c1c(NC(=O)C(C)C)sc2c1CCC2	1.7
O=C(CCCc1ccccn1)c1ccccc1	-0.9
Cc1ccc(CSc2nnc(CCCCCNC(=O)OC(C)(C)C)o2)cc1	-1.7
COc1ccc(-c2cc(C(=O)N/N=C(\C)c3ccco3)c3ccccc3n2)c(OC)c1	0.1
COC(=O)c1ccc(N2CN=C(c3ccc(C)cc3)NC2=S)cc1	-1.8
O=C(NNC(=O)C1[C@H]2CCCC[C@@H]12)Nc1cccc2ccccc12 (stereo partly drawn)	-0.8
CCC(C)N(NC(C)=O)c1nc(Cl)nc(NC(C)(C)C)n1 (stereo not drawn)	-1.6
COCCN(CCOC)S(=O)(=O)c1ccc(C(=O)Nc2c(C)n(C)n(-c3ccccc3)c2=O)cc1	-1.1
Cc1cc(OC(=O)C2CC2)c([N+](=O)[O-])c(=O)[nH]1	0.9
C[C@H](NC(=O)c1nc[nH]c1C(=O)N[C@@H](Cc1ccccc1)C(=O)OCc1ccccc1)C(=O)OCc1ccccc1	-0.6
COc1c(O)ccc(/C=N/NC(=O)c2ccc3c(c2)OCCO3)c1[N+](=O)[O-]	-1.8
CCOC(=O)[C@H]1[C@H]2COc3ccc(OC)cc3[C@@H]2N2C(=O)c3ccc(F)cc3NC(=O)[C@@]12C	1.7
CN(C)[C@@H]1CCN(c2cccc3c2S(=O)(=O)N2CC[C@H](C2)O3)C1	0.0
COc1ccc(-n2nc3c(N)n[nH]c3cc2=O)cc1	-0.8
Cc1ccn2cc(-c3cccc(NC(=O)CCC(=O)O)c3)nc2c1	-0.2
CCOC(=O)C1(Cc2ccc(OC)cc2)CCN(C(=O)c2cccc3nccnc23)CC1	-0.9
Cc1ccc(NC(=O)CSc2nc(N)cc(=O)[nH]2)cc1S(=O)(=O)N1CCOCC1	1.2
O=C(/C=C/[C@H]1O[C@@H](n2cnc3c(NC(=O)c4ccccc4)ncnc32)[C@H](O)[C@@H]1O)NCc1cccs1	0.5
COc1ccc(NC(=O)N(C)C[C@H]2Oc3ccc(NC(=O)Cn4cnnn4)cc3C(=O)N([C@H](C)CO)C[C@@H]2C)cc1	2.5
CC1(C(=O)Nc2ccc3c(c2)OCO3)Cc2c(-c3ccc4c(c3)OCO4)ccnc2O1 (stereo not drawn)	-0.1
CC(C)=CCC[C@H](C)C[C@@H]1CC2=C(C(=O)OC(C)(C)O2)[C@@H](c2ccc(F)cc2)O1	-1.0
CCN(CC)C(=O)COC(=O)c1ccc(O)cc1	0.0
Clc1ccccc1CSc1nnc(-c2ccccn2)n1Cc1ccco1	2.2

High-throughput results deposited in PubChem BioAssay by The Scripps Research Institute Molecular Screening Center.
